From PubChem
H9c2 TAG inh = reduces triacylglycerol accumulation in H9c2 cells. Nile Red lipid (TAG) fluorescence; cells loaded with 200 µM oleic acid. inhibition, % at 12.5 µM. hit rate 0.66% among 230,000;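 active = pattern-corrected inhibition of lipid staining of at least 50% with the nuclear-stain viability signal not falling by more than 50%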;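 also: 0% = DMSO wells and 100% = triacsin C control wells; some results filed as inactive read as strong as hits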
H9c2 TAG inh DAPI viability = second read-out of H9c2 TAG inh, no call of its own (marks repeat the call); DAPI nuclei signal change (viability), lower = more cytotoxic, %;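 whole-well DAPI fluorescence read on a plate reader as a viability signal; minus 50 percent equals half of cells still viable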
* marks the source's active call; other numbers are inactive results. An excerpt. The share of hits here may be higher or lower than overall.

Values in the order – H9c2 TAG inh, H9c2 TAG inh DAPI viability
CCCCc1nnc(NC(=O)c2oc3ccc(OC)cc3c2C)s1
→ 0, 4
CC(=O)N/C(=C/c1cccnc1)C(=O)Nc1ccc(Cl)cc1
→ 17, 2
CCOc1ccc(CNC(=O)C2CCN(S(=O)(=O)N3CCC(C)CC3)CC2)cc1OC
→ -1, -2
CC1(C)CC(=O)c2c(oc3ccc(NS(=O)(=O)c4cccc5cccnc45)cc23)C1
→ 13, -9
COc1ccccc1OCc1ccc(C(=O)NCc2cccnc2)o1
→ 29, -5
CCN(CC)C(=O)c1[nH]cnc1C(=O)Nc1ccon1
→ -55, -4
COc1ccc(Nc2nnc(C)c3ccccc23)cc1C(N)=O
→ -2, -5
COc1ccc(Cl)cc1NC(=O)CN(C)C(=O)c1n[nH]c2ccccc12
→ -19, 5
CCN(c1ccccc1)S(=O)(=O)c1ccc(OC)c(N=N/C(C(=O)Nc2ccccc2)=C(/C)O)c1
→ 33, -9
CC(=O)N1CCOc2cc(S(=O)(=O)N3CCN(c4ccccc4)CC3)c(Cl)cc21
→ 8, 2
COc1ccc(C(CNC(=O)c2ccccc2SC)N(C)C)cc1 (stereo not given)
→ -13, 8
COc1ccc(C(=O)Oc2ccc(-c3nnco3)cc2)cc1S(=O)(=O)N1CCOCC1
→ 2, 2
Cc1cc(=O)oc(C)c1C(=O)N1CCCc2ccccc21
→ -6, -8
CC1CCC(NC(=O)c2cc3c(=O)n(C)c4ccccc4c3n2C)CC1 (stereo not given)
→ 8, 10
CCOC(=O)C1=C(COC(=O)COc2cc(C)ccc2C)NC(=O)NC1C (stereo not given)
→ -8, 3
O=C(/C=C\Nc1ccc(Cl)cn1)c1ccc(Br)cc1
→ -13, 15
CCCCN(C)c1c(C)nc2ccc(C(=O)NCc3ccc(OC)cc3)cn12
→ 0, 3
CC(C)NCC(O)c1ccc(O)c(O)c1 (stereo not given)
→ 13, -7
O=C(C/C=N\OCc1ccc([N+](=O)[O-])cc1)Nc1ccc(F)cc1F
→ -12, -13
COC(=O)c1[nH]c2cccc(OC)c2c1NC(=O)CCN1CCSCC1
→ -7, 1
O=C(NCCc1ccccc1)c1nccc2ccccc12
→ -47, 5
COc1cc(OC)nc(Oc2cc(/C=N/O)ccc2OC)n1
→ 1, -9
O=C(c1ccccc1)c1ccc(N2CCOCC2)c(NC(=O)c2ccco2)c1
→ -3, -7
CCNc1nc(SC(C)C(=O)Nc2ccccc2)nc(N2CCOCC2)n1 (stereo not given)
→ 31, -7
O=C(Nc1ccc(S(=O)(=O)N2CCOCC2)cc1)C1COc2ccccc2O1 (stereo not given)
→ -12, 4
Cc1ccc(OCCCCN2CCCCC2)c(C)c1
→ 4, 6
CCCN(C(=O)c1cc(CC)c(C)s1)c1c(N)n(Cc2ccccc2)c(=O)[nH]c1=O
→ -2, 0
Cc1ccc(S(=O)(=O)N2C[C@@H]3[C@H]4CC[C@H](C4)[C@@H]3[C@@H](C)[C@@H]2C2CCCCC2=O)cc1 (stereo not given in full)
→ 4, -4
CS(=O)(=O)N(CC(=O)Nc1ccc(S(=O)(=O)N2CCCC2)cc1)c1ccccc1
→ 8, -8
CCOC(=O)COc1ccc(C(=O)Nc2cccc(Cl)c2C)cc1
→ -1, -6
Cc1cc(N)ccc1N1CCCC1
→ 6, -10
Cc1ccc2nc(-c3cccnc3)cc(C(=O)Nc3ccc(F)cc3C)c2c1
→ 12, -7
Cc1cc2[nH]ncc2cc1NC(N)=S
→ -11, 3
O=C(NCc1ccccn1)C(=O)N/N=C/c1ccc2c(c1)OCO2
→ -23, 5
Cc1cc(C(=O)COC(=O)c2n[nH]c(=O)c3ccccc23)c(C)n1C
→ 0, -1
COC(=O)C1=C(N)Oc2c(oc(CO)cc2=O)C1c1c(F)cccc1Cl (stereo not given)
→ -3, -7
COc1cc(C(=O)NCCN2CCCC2)cc(OC)c1OC
→ 10, -2
CC1(CC(=O)N/N=C/c2cc3c(cc2Br)OCO3)OCCO1
→ -8, 1
O=C1CC(Sc2ncccn2)C(=O)N1c1ccccc1 (stereo not given)
→ 3, -13
Cc1ccc(NC(=O)CSCC(=O)Nc2cccc(S(=O)(=O)N3CCCCCC3)c2)cc1
→ 2, -2
Nc1ccc(-c2nc3ccc(N)cc3o2)cc1
→ -7, 118
C[C@@H]1C(=O)O[C@H](C)[C@H]1C[C@@H](O)[C@](C)(O)C1CC[C@@]2(O)C3=CC(=O)[C@@H]4C[C@@H](O)[C@@H](O)C[C@]4(C)C3CC[C@]12C (stereo not given in full)
→ -37, 4
O=C1OC(CN2CCOCC2)CN1N=Cc1ccc([N+](=O)[O-])o1 (stereo not given)
→ 16, 0
CCOC(=O)C1(Cc2ccccc2)CCN(Cc2cnn(C(C)C)c2)CC1
→ 4, -3
Cc1cc(C)n2ncc(C(=O)NCc3cccnc3)c2n1
→ 3, -3
COc1ccc(C(=O)C2CCCN(C(=O)C3=CCCC3)C2)c(C)c1 (stereo not given)
→ 0, 4
COc1cc(C(=O)Nc2ccc3c(c2)C(=O)N(CCC(=O)O)C3=O)cc(OC)c1OC
→ 3, -5
Cc1ccccc1C(=O)c1c[nH]c(C(=O)NCCc2ccccn2)c1
→ 2, -9
COc1cccc(NC(=O)CN(C)C(=O)c2ccc(NC(=O)CC3SC(N4CCCC4)=NC3=O)cc2)c1 (stereo not given)
→ 7, 3
Cc1nn(C)cc1/C=N/NC(=O)c1ccco1
→ -2, 7
O=C(Nc1ccccc1O)c1ccc2c(c1)C(=O)N(Cc1ccco1)C2=O
→ 22, -2
O=C(N/N=C\c1c(F)c(F)c(F)c(F)c1F)c1ccc(-c2ccccc2)cc1
→ 22, -5
Cc1ccc(CNCC(=O)Nc2ccc(C)cc2Br)cc1
→ 6, 1
CC(C)N(C)c1ncnc2c1ncn2[C@H]1CN(Cc2ccc(-c3ccccc3)cc2)C[C@@H](CO)O1
→ -8, 13
COc1cccc(C(=O)N/N=C(\C)c2ccc(NC(=O)Cc3ccccc3)cc2)c1OC
→ -44, -6
COC(=O)c1ccsc1-n1cc(C#N)c(=O)n(C)c1=O
→ 18, 8
COc1ccc(-c2coc3cc(O)cc(O)c3c2=O)cc1OC
→ 11, -10
NC(=O)c1ccc(N=C2C(=O)Nc3ccc([N+](=O)[O-])cc32)cc1
→ 5, 1
CC1CCN(C(=O)COC(=O)c2cccc(S(=O)(=O)N3CCOCC3)c2)CC1
→ -2, -4
Cc1ccn2c(NC(=O)C(C)(C)Oc3ccc(Cl)cc3)c(-c3cccs3)nc2c1
→ 4, 11

Further entries follow.
Values in the order – H9c2 TAG inh, H9c2 TAG inh DAPI viability
Cc1nc([N+](=O)[O-])c(C(=O)OCc2cccc(Br)c2)n1C
→ 4, -3
COc1ccc(NC(=O)c2c(F)cccc2Cl)cc1S(=O)(=O)N1CCOCC1
→ 22, -4
COc1ccc(-n2c(SCC(C)=O)nc3sc(C)c(C)c3c2=O)cc1
→ -10, -8
CCN(CC)CCCC(C)Nc1nccc2cccc(Cl)c12 (stereo not given)
→ 1, 12
O=C(/C=C/c1cccc(F)c1)Nc1ccc(S(=O)(=O)N2CCOCC2)cc1
→ -14, 3
Cn1c(C(=O)NCCN2CCc3ccccc3C2)cc2c(=O)[nH]c3ccccc3c21
→ -6, -4
CCn1c(=O)cc(C(=O)OC)sc1=Nc1ccc(F)c(F)c1
→ 7, -3
CCc1nc2c(OCCOc3ccc(F)cc3)cccn2c1N(C)C(=O)CC(C)C
→ -12, 9
O=c1cc(-c2ccccc2)nc(Sc2ccc([N+](=O)[O-])cc2[N+](=O)[O-])[nH]1
→ 3, -4
OCC1OC(Nc2ccccc2C=NO)C(O)C1O (stereo not given)
→ 8, -3
Cc1nc(SCc2ccccc2F)c2oc3ccccc3c2n1
→ -2, -1
COc1ccc(C(NC(=O)C2CCN(Cc3ccc(Oc4ccccc4)cc3)CC2)c2ccccc2C)cn1 (stereo not given)
→ 23, 11
CC1(C)CN2C(=S)N(c3ccccc3)C(c3ccccc3)N2C1 (stereo not given)
→ -4, 2
COc1ccc(-c2nc(CN3CCN(C(=O)c4ccco4)CC3)c(C)o2)c(OC)c1C
→ -9, -3
COc1ccc2cc(C(=O)Nc3ccc(F)cc3)sc(=O)c2c1OC
→ 14, -9
CCN(CC)C(=O)Cn1cc(C(=O)C(=O)Nc2ccc3c(c2)OCCO3)c2ccccc21
→ 28, -15
COCCCNc1nc2nonc2nc1N1CCN2CCCC2C1 (stereo not given)
→ 6, -4
COc1ccc(Cl)cc1NC(=O)C(C)Sc1nncn1C (stereo not given)
→ 11, -12
O=C(COc1ccc(F)cc1)Nc1cc(Cl)ccc1-n1cncn1
→ -10, -4
Cc1cc(C(=O)Nc2cc(C(F)(F)F)ccc2N2CCOCC2)no1
→ 1, -1
O=C(O)C(Cc1ccccc1)N1CCS(=O)(=O)CC1 (stereo not given)
→ 5, -8
COc1ccc(C(=O)N(C(C)C)C(C)C)c(OC)c1
→ -14, 12
COc1ccc(Cl)cc1NC(=O)CSc1nc2sccc2c(=O)[nH]1
→ 21, -8
CCN(CC(=O)Nc1c(F)cccc1F)C(=O)CCCSc1nc2ccccc2[nH]1
→ 31, 2
C=C(C)c1nc(Oc2ccccc2)nc(Oc2ccccc2)n1
→ 14, -12
COc1ccc(N2C(=O)CC(N(Cc3ccco3)C(=O)CCC(=O)O)C2=O)cc1 (stereo not given)
→ 13, -8
CCOC(=O)/C(C#N)=C1/C=CN(C)C=N1
→ -2, 1
COc1cc(NS(=O)(=O)c2cc3c(cc2C)NC(=O)CO3)cc(OC)c1
→ -7, -1
Cc1sc2ncnc(NS(=O)(=O)c3ccc(Cl)cc3)c2c1C
→ -14, 2
CSCCC(NS(=O)(=O)c1ccccc1F)C(=O)NC(C)c1ccccc1 (stereo not given)
→ -6, -6

In another format: 2 of the compounds above
| SMILES | H9c2 TAG inh | H9c2 TAG inh DAPI viability |
| --- | --- | --- |
| COc1ccc(Cl)cc1NC(=O)CSc1nc2sccc2c(=O)[nH]1 | 21 | -8 |
| O=C(O)C(Cc1ccccc1)N1CCS(=O)(=O)CC1 (stereo not given) | 5 | -8 |

Among those listed so far, five contain a nitro group on carbon:
Values in the order – H9c2 TAG inh, H9c2 TAG inh DAPI viability
O=C(C/C=N\OCc1ccc([N+](=O)[O-])cc1)Nc1ccc(F)cc1F
→ -12, -13
O=C1OC(CN2CCOCC2)CN1N=Cc1ccc([N+](=O)[O-])o1 (stereo not given)
→ 16, 0
NC(=O)c1ccc(N=C2C(=O)Nc3ccc([N+](=O)[O-])cc32)cc1
→ 5, 1
Cc1nc([N+](=O)[O-])c(C(=O)OCc2cccc(Br)c2)n1C
→ 4, -3
O=c1cc(-c2ccccc2)nc(Sc2ccc([N+](=O)[O-])cc2[N+](=O)[O-])[nH]1
→ 3, -4

(next part)
Values in the order – H9c2 TAG inh, H9c2 TAG inh DAPI viability
CCCOC(=O)C(=O)NNc1ccccc1
→ -10, 0
CCCCOc1ccc(/C=C/C(=O)OCC(=O)NC2CCS(=O)(=O)C2)cc1OCC (stereo not given)
→ 7, 4
O=[N+]([O-])c1cccc(C(=S)N2CCCC2)c1
→ -8, 8
Cc1c(C(=O)N(C)Cc2nc3ccccc3c(=O)[nH]2)oc2ccccc12
→ 5, 2
O=C(COc1coc(CN2CCN(c3ccccc3F)CC2)cc1=O)NC1CCCCC1
→ -5, -13
O=C(CSc1ncn[nH]1)Nc1ccc(Cl)c(Cl)c1
→ -9, 7
Cc1noc(C)c1-c1ccc(C(=O)NCCN2CCOCC2)c2occc12
→ 33, -2
O=C(c1ccc2c3c(cccc13)CC2)C1CCCN(C(=O)c2ccc(=O)[nH]c2)C1 (stereo not given)
→ 3, 16
S=c1[nH]nc(COc2ccccc2)n1-c1ccccc1
→ 12, -4
C/C(N)=C(/C#N)C(=O)CSc1nc2scc(-c3ccc(F)cc3)c2c(=O)n1C
→ -23, -7
O=C(Nc1ccc(Br)cc1)c1ccc(N2C(=O)C3CC=CCC3C2=O)cc1 (stereo not given)
→ 5, -11
CC1CCCN(C(=O)CNC(=O)c2sc3ccccc3c2Cl)C1 (stereo not given)
→ 17, -6
CN1C(=O)SC(Nc2ccccc2C(=O)O)C1=O (stereo not given)
→ -6, 13
O=C(CSc1nnc2ccccn12)Nc1ccccc1Cl
→ 12, -8
CC(Nc1ccc(Br)cc1)C(=O)N/N=C/c1ccccc1OCc1ccccc1 (stereo not given)
→ 5, -26
CC1CCN(C(=O)c2[nH]cnc2C(=O)N[C@@H](CCCCNC(=O)OC(C)(C)C)C(=O)OC(C)(C)C)CC1
→ -10, 23
Cc1ccc(C(=O)NC(C(=O)OCc2cn3cc(Cl)ccc3n2)C(C)C)cc1 (stereo not given)
→ -11, 0
CC(C)CC(COCc1ccc([N+](=O)[O-])cc1)N1CCN(C(=O)c2ccc(C(F)(F)F)cc2)CCC1=O (stereo not given)
→ 13, -4
COC(=O)c1cc(C)ccc1OCc1ccc([N+](=O)[O-])cc1
→ 5, -13
CCOC(=S)N/C(=N\S(=O)(=O)c1ccccc1)c1ccccc1
→ 0, 0
CC12CC3CC(C)(C1)CC(C(O)CN1CCOCC1)(C3)C2 (stereo not given)
→ 0, -3
NC1=NC(=O)/C(=C\c2ccsc2)S1
→ 5, 3
Cc1cc(C)c(C)c(S(=O)(=O)Nc2ccccc2C(=O)NN2CCOCC2)c1C
→ -2, 1
O=C(Nc1cccc(C(=O)NC2CC2)c1)c1ccccc1
→ 10, -4
CCOC(=O)N1CCN(C(=O)c2ccc3c(c2)N(CC)CCS3)CC1
→ 7, -9
